PPARg SRC3 recr – PPARgamma agonists recruiting SRC-3 coactivator, primary screen, biochemical; hit rate 0.26% among 200,000; biochemical PPARgamma/SRC-3 coactivator recruitment assay; activation, % at 8 µM; Peroxisome proliferator-activated receptor gamma (Homo sapiens), P37231; in the data active means activation above about 23%;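 further: 0% = DMSO and 100% = reference agonist; some compounds past the cut are filed as inactive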
S1P3 antagonist – S1P3 receptor antagonists, primary screen, cell-based; hit rate 0.27% among 170,000; CHO S1P3 NFAT-BLA reporter, FRET fluorescence, antagonist mode; Sphingosine 1-phosphate receptor 3 (Homo sapiens), Q99500; AID 485, 2006; inhibition, % at 4.98 µM;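 active means inhibition above the plate cutoff, the mean inhibition of test wells on that plate plus 3 SD, cut at about 28% in these data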;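 further: cells challenged with S1P at its EC80 of 0.8 µM; blue over green emission ratio from cleaved BLA substrate after 4 h stimulation; 0% = S1P-stimulated wells and 100% = unstimulated DMSO-only wells; some compounds past the cut are filed as inactive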
ROMK primary – ROMK potassium channel modulators, primary screen, cell-based, thallium flux, MLSMR library. Tet-inducible ROMK, thallium flux fluorescence; actives lie on both sides. ATP-sensitive inward rectifier potassium channel 1 (Homo sapiens), P48048. hit rate 2% among 130,000. B-score at 10 µM;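 active means signal ratio slope over the read window, or its plate-corrected B-score, at least 3 SD from the plate mean, either direction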;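 further: B-score of the F/F0 ratio slope over 7 to 12 s after thallium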
Target sequence (P48048 whole entry, looked up): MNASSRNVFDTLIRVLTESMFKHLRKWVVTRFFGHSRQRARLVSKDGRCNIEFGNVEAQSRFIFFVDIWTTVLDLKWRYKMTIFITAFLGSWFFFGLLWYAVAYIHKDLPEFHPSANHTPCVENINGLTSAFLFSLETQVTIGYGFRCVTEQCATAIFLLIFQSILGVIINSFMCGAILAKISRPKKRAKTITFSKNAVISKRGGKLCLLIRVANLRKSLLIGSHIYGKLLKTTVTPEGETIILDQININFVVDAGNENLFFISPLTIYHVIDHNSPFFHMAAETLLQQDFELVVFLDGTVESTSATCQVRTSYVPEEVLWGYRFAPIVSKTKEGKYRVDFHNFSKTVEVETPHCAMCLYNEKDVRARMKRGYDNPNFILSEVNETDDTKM
Diaph inh CS – diaphorase inhibitors and chemical oxidizers, primary screen, counter-screen for diaphorase-coupled primary assays, biochemical, uHTS, resorufin fluorescence | inhibition, % at 20 µM | hit rate 0.69% among 190,000 | diaphorase resazurin-to-resorufin fluorescence, NADH, 16 min; bacterial (C. kluyveri) enzyme, not human | AID 1217, 2008;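 active means primary screen inhibition at 20 µM above a set limit, cut at about 50% in these data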;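 further: plate controls were DMSO with full reaction for no effect and wells lacking NADH for full effect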
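System: Diaphorase enzyme from Clostridium kluyveri | Amount: Enzyme working solution with 0.14 U/mL diaphorase | Benchmarks: No-NADH positive control and DMSO neutral control | Signal: Fluorescence of resorufin formed from resazurin, Ex 544/Em 590 nm | Schedule: 16-min room-temperature incubation before reading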
G6PDH counter – L. mesenteroides G6PDH inhibitors, counter-screen for G6PDH-coupled screening assays, biochemical, Leuconostoc mesenteroides enzyme. Purified L. mesenteroides G6PDH, diaphorase/resazurin coupled fluorescence, 45 min. inhibition, % at 5 µM. hit rate 0.12% among 200,000. AID 1020, 2008; in the data active means inhibition above about 50%
PPARg SRC-1 ag – PPARgamma agonists recruiting SRC-1 coactivator, primary screen, biochemical; Peroxisome proliferator-activated receptor gamma (Homo sapiens), P37231; PPARgamma-SRC-1 coactivator recruitment biochemical assay; activation, % at 8 µM; hit rate 0.41% among 200,000; in the data active means activation above about 19%;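 further: 0% = DMSO and 100% = reference agonist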
Diaph act CS – compounds boosting diaphorase resazurin reduction – biochemical, uHTS, resorufin fluorescence, counter-screen for diaphorase-coupled primary assays, primary screen; Diaphorase/resazurin coupled assay, 16 min; hits give high values; 1 = vehicle wells, 0 = NADH-free wells; activation factor at 20 µM; hit rate 0.005% among 190,000;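 active means diaphorase activity raised at least twofold by the compound at 20 µM; inactive means activation factor below 2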
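Assay system: Purified diaphorase enzyme from Clostridium kluyveri | Amount: Enzyme 0.07 U/mL final | Dosing: Compound 20 µM once, DMSO 1% | Timing: 16 min reaction at room temperature | Detection: Fluorescence, excitation 544 nm and emission 590 nm | Evaluation: Higher resorufin formation from activation or reduction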
PPARg SRC-2 ag – agonists of PPARg-SRC-2 recruitment, primary screen, biochemical, HTS; Peroxisome proliferator-activated receptor gamma (Homo sapiens), P37231; PPARgamma LBD-SRC-2 recruitment; activation, % at 8 µM; hit rate 0.34% among 200,000; in the data active means activation above about 22%;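 further: 0% = vehicle and 100% = reference agonist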
TR-FRET SRC-2 ct – TR-FRET signal artefacts, primary screen, artefact control for PPARgamma SRC-2 agonist project, biochemical | TR-FRET artefact counter-screen; hits give high values | TR-FRET ratio at 8 µM | hit rate 0.4% among 200,000; in the data active means TR-FRET ratio above about 2000; further: inactives centre near 1500
PMI act – activators of human PMI, primary screen, biochemical, fluorescence intensity, near-Km mannose 6-phosphate | Mannose-6-phosphate isomerase (Homo sapiens), P34949 | purified human PMI, coupled resazurin fluorescence, 20 min; hits give high values; 1 = vehicle control, 0 substrate-free wells | activation factor at 20 µM | hit rate 0.005% among 190,000 | AID 1214, 2008;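 active means activation factor of 2 or more at 20 µM, relative to plate controls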
Target sequence (P34949 whole entry, looked up): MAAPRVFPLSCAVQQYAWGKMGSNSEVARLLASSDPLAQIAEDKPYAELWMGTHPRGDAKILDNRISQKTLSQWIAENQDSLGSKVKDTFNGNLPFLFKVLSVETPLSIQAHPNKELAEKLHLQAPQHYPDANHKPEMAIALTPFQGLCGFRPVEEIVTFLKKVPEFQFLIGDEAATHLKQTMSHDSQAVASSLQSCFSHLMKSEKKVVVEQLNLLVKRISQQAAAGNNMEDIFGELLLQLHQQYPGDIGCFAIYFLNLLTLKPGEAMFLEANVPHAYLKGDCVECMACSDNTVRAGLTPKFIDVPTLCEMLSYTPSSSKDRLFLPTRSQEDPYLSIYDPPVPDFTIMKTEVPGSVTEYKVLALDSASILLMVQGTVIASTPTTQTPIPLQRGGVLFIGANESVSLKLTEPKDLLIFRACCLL
PMI act hi M6P – human PMI activators, high substrate, primary screen, biochemical, fluorescence intensity, near-saturating mannose 6-phosphate; Mannose-6-phosphate isomerase (Homo sapiens), P34949; coupled PMI enzyme assay, resazurin fluorescence, 20 min; hits give high values; 1 = untreated enzyme, 0 = substrate-free blank; activation factor at 20 µM; hit rate 0.34% among 190,000; AID 1216, 2008;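 active means activation factor of 2 or more at 20 µM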
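Material: human phosphomannose isomerase with PGI, G6PDH, diaphorase coupling enzymes. Quantity: 15 ng/mL PMI. Medium: HEPES pH 7.4 buffer with MgCl2 and Tween-20. Reagent: Near-saturating mannose-6-phosphate, 1.0 mM. Compound: 20 µM single dose. Times: enzyme reaction with compound 20 min at room temperature. Detection: resorufin fluorescence at Ex 544/Em 590 nm.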
An asterisk follows results filed as active; / = not tested or not shown.

molecule	PPARg SRC3 recr	S1P3 antagonist	ROMK primary	Diaph inh CS	G6PDH counter	PPARg SRC-1 ag	Diaph act CS	PPARg SRC-2 ag	TR-FRET SRC-2 ct	PMI act	PMI act hi M6P
CC(C)C(=O)N1CCN(c2ccc([N+](=O)[O-])cc2Cl)CC1	-1.2	7.3	-0.341	2.0	1.7	0.4	1	-10.9	1416	1	1.1
CN1CCN(S(=O)C23CC4CC(CC(C4)C2)C3)CC1 (stereo not given)	1.2	-7.2	-0.207	-3.2	2.7	-3.8	1	8.0	1671	1.1	0.9
COc1ccc(CCN2C(=O)NC(NC(=O)CC(C)C)(C(F)(F)F)C2=O)cc1OC (stereo not given)	1.4	-5.1	0.78	7.1	18.5	-4.8	0.9	3.8	1622	0.9	0.9
Cc1cc2cc(CNC(=O)c3ccc(S(=O)(=O)N4CCCCC4)cc3)ccc2[nH]1	-5.8	/	/	22.1	-6.1	12.3	0.8	0.9	1692	0.8	0.8
CCN(CC)S(=O)(=O)c1ccc(NN=C2CCN(C)CC2)c([N+](=O)[O-])c1	-3.2	-23.3	-0.736	10.8	4.1	-5.0	0.9	-1.9	1540	1	0.9
CC1CCN(C(=S)c2ccccc2O)CC1	-5.1	2.8	/	1.7	28.7	-0.1	1	7.9	1415	0.9	1
CCOc1ccc(N(Cc2ccc(OC)c(OC)c2)C(=O)c2ccco2)cc1	7.0	7.1	-1.53	6.5	5.0	7.7	0.9	10.6	1755	0.9	0.9
CCn1c(-c2ccc(N)cc2)nc2ccccc21	3.5	-8.2	/	13.4	-3.2	1.0	0.9	5.2	1451	1	1

Some of these compounds in order of their number in ROMK primary, high to low.
SMILES	S1P3 antagonist	ROMK primary	PMI act	PMI act hi M6P
CN1CCN(S(=O)C23CC4CC(CC(C4)C2)C3)CC1 (stereo not given)	-7.2	-0.207	1.1	0.9
CC(C)C(=O)N1CCN(c2ccc([N+](=O)[O-])cc2Cl)CC1	7.3	-0.341	1	1.1
CCOc1ccc(N(Cc2ccc(OC)c(OC)c2)C(=O)c2ccco2)cc1	7.1	-1.53	0.9	0.9

More results
molecule	PPARg SRC3 recr	S1P3 antagonist	ROMK primary	Diaph inh CS	G6PDH counter	PPARg SRC-1 ag	Diaph act CS	PPARg SRC-2 ag	TR-FRET SRC-2 ct	PMI act	PMI act hi M6P
CCCNC(=O)C(C)n1c2ccccc2c2nc(=O)cc(C)n21 (stereo not given)	-1.0	/	/	13.0	-3.1	5.8	0.9	14.8	1662	1	1
CCOC(=O)C1=C(CSc2nc3c(cc2C#N)CCC3)OC(N)=C(C#N)C1c1ccccc1 (stereo not given)	-5.5	/	0.212	23.1	2.4	-4.0	0.8	0.2	1520	0.7	0.6
CC(=O)c1ccc(NC(=O)C(=O)c2cn(CC(=O)N3CCCCC3)c3ccccc23)cc1	-3.6	-8.4	/	-1.3	-19.1	1.4	1	0.3	1397	1	1
CCOC(=O)C1=C(C)NC(=O)CC1c1cc(OC)c(OC)cc1Br (stereo not given)	5.4	11.5	-0.551	3.7	7.2	0.1	1	-3.2	1688	1.1	1.1
Cc1ccc(NC(=O)CC(NCCN2CCOCC2)C(=O)O)cc1Cl (stereo not given)	4.0	19.2	/	10.9	7.8	-1.9	0.9	3.4	1822	1	0.9
COc1ccc(CCNC(=O)C/C(C)=N/NC(=O)c2ccc(N)cc2)cc1OC	6.4	/	/	14.8	-3.2	8.4	0.9	4.2	1846	0.9	0.9
O=[N+]([O-])c1cccc(Cl)c1CSc1ccccn1	1.7	9.7	0.653	10.9	1.7	1.4	0.9	7.2	1605	0.7	0.8
CCOC(=O)CSc1nc(-c2ccccn2)ncc1OC	-4.5	-4.7	0.0884	5.2	14.8	0.1	0.9	3.8	1662	1	1
CCCn1c(=S)[nH]c2ccc(C(F)(F)F)cc21	5.5	2.5	0.374	-7.1	10.4	7.7	1.1	11.9	1737	1.1	1.1
Cc1cc2cc(CCNC(=O)c3cccs3)c(=O)[nH]c2cc1C	3.9	-2.6	-1.76	24.9	16.3	-3.3	0.8	-6.8	1497	1	1
COc1cccc(NC(=O)CN2C(=O)COc3ccc(Cl)cc32)c1	3.4	-22.6	/	-1.1	6.8	6.4	1	5.0	1677	1	1.1
O=C(NCCCN1CCOCC1)C(Sc1ccccc1)c1ccccc1 (stereo not given)	-1.8	/	/	6.7	-0.4	5.0	0.9	2.8	1470	0.9	0.9
CCCn1nc(CC(=O)O)c2ccccc2c1=O	1.4	-13.2	/	5.7	-22.0	3.1	0.9	6.4	1577	1	1.1
O=C(NCCc1csc(-c2cccnc2)n1)c1ccc(Br)o1	2.1	-5.6	/	12.2	-27.2	8.4	0.9	-5.4	1485	0.9	1
Cc1ccc(-c2ccc(C(=O)O)[nH]2)cc1	0.3	-20.1	0.297	6.2	-0.1	2.1	0.9	-7.8	1405	1	1
Cc1cccc(SC2CCN(Cc3nc(CC4CC4)no3)CC2)c1	-2.1	-4.3	0.547	16.3	10.2	1.6	0.8	-3.8	1512	0.8	0.9
CN1CCN(S(=O)(=O)c2ccc(NC(=O)Nc3cccc(Cl)c3)cc2)CC1	6.9	-40.6	-2	12.9	12.3	1.9	0.9	6.1	1530	0.8	0.8
COc1cc(/C=C/C(=O)OCC(=O)NCCN2C(=O)CSC2=O)ccc1OC(F)F	3.2	-7.1	0.00296	11.5	-2.1	2.3	0.9	1.5	1676	1	1
O=C(CCCSc1nc2ccccc2[nH]1)NCc1ccccc1Cl	-3.1	6.5	-0.935	16.4	-8.3	1.4	0.8	6.6	1699	0.8	1
O=[N+]([O-])c1cc2c(c(CSc3nnc4ccccn34)c1)OCOC2	2.9	-7.7	0.0521	-4.6	-2.2	-1.4	1	-1.2	1483	1	1.1
COCCN(CCOC)c1ncnc2c1cnn2-c1ccc(Cl)cc1	17.6	/	/	18.6	-10.7	8.2	0.8	7.9	1544	0.8	0.8
CCC1CCCCN1C(=S)NC1CCCCC1 (stereo not given)	1.9	-3.6	-0.0765	6.2	-0.1	2.2	0.9	4.2	1665	1	1
COC(=O)[C@@H](NC(=O)NCc1ccco1)C(C)C	-5.1	-10.3	0.335	7.3	-0.2	-4.7	0.9	-2.5	1496	0.9	1
O=C(/C=C/c1cccs1)Nc1scc(-c2ccccc2)c1C(=O)O	14.9	1.6	0.0115	16.5	3.2	1.6	0.8	8.8	1548	0.9	1
Cn1nnnc1SCCNCc1ccccc1OCc1ccc(F)cc1	7.1	-1.4	-3.82*	-0.8	1.1	9.0	1	15.2	1776	1	1
COc1ccc(CCNC(=O)C(C(=O)c2ccccc2)n2ccccc2=O)cc1OC (stereo not given)	2.2	-8.2	/	6.0	25.3	-2.3	0.9	-4.2	1549	1	0.9
COc1ccc(CCNC(=O)CC2Oc3ccc(Cl)cc3NC2=O)cc1OC (stereo not given)	0.8	7.8	/	-3.2	5.1	-1.7	1	3.0	1387	1.1	1.1
CCN(C(=O)COC(=O)c1cn(-c2ccccc2)nc1-c1ccccc1)C1CCS(=O)(=O)C1 (stereo not given)	1.6	-4.7	0.0103	14.2	2.5	1.2	0.9	0.1	1624	0.9	0.8
CCc1nccn1Cc1cc(C=O)ccc1OC	1.1	-8.3	-0.0931	-18.3	3.9	-2.0	1.2	0.0	1650	1.3	1.2
Cc1ccc2c(c1)c(C1=NC(=S)NC1=O)c(O)n2C	4.4	-20.4	0.492	-28.2	9.8	15.8	1.3	-4.0	1816	1.2	1.2
Cc1ccsc1/C=N/Nc1ncc(Cl)cc1Cl	0.1	/	-0.927	4.5	-2.1	1.6	1	0.4	1612	1.1	1
CC(=O)C1=C(C)NC(C)=C(C(C)=O)C1c1cccs1	-10.0	-2.8	/	14.6	-8.5	5.7	0.9	-0.3	1531	0.9	1
COc1ccc(C(=O)Nc2ccc(C(=O)NCCc3ccccc3)cc2)cc1	0.5	-7.2	/	12.9	19.0	-9.6	0.9	0.7	1692	0.8	0.8
O=[N+]([O-])c1ccc(N2CCN(C(=S)Nc3ccc(F)cc3)CC2)cc1	2.6	0.2	0.854	24.1	-2.2	-3.4	0.8	0.9	1523	1	0.8
CCN(C(=O)c1cn(C)c(=O)c2cc(OC)c(OC)cc12)c1cc(OC)ccc1OC	3.7	-21.7	/	-2.4	0.8	0.3	1	2.5	1639	1.1	1

Screening data from PubChem BioAssay.
